NCF1 inh – p47phox/p22phox peptide binding inhibitors, primary screen, biochemical, uHTS, NADPH oxidase regulatory subunit; inhibition, % at 24.7 µM; Neutrophil cytosol factor 1 (Homo sapiens), P14598; fluorescence polarization, 2 h; 220,000 compounds, 0.53% hits; AID 1274, 2008;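 also: 0% = p47phox with labelled peptide and 100% = labelled peptide alone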
hK5 inh – human KLK5 protease inhibitors, primary screen, biochemical, 1536-well; recombinant hK5, fluorogenic AMC substrate cleavage; inhibition, % at 5 µM; 210,000 compounds, 0.59% hits;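 active = inhibition of 40% or more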;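 also: 0% = enzyme controls without compound and 100% = no-enzyme blanks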
Rad51 HR inh – human RAD51 strand exchange inhibitors, primary screen, biochemical, fluorescence | hRad51 DNA strand exchange, fluorescence dequenching | inhibition, % at 10 µM | 200,000 compounds, 0.085% hits | AID 1385, 2008 | DNA repair protein RAD51 homolog 1 (Homo sapiens), Q06609;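 active = inhibition above 40% at the single screening dose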;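 also: 0% = DMSO control wells and 100% = blanks with heterologous ssDNA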
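Test system: preformed human Rad51 ssDNA filaments; also added: Donor/quencher-labelled 47-bp dsDNA substrate; doses: 10 µM final, single point; times: 37 °C 15-min filament assembly, 30-min compound preincubation, 15-min exchange; detection: FRET fluorescence dequenching, excitation 485 nm, emission 520 nm; read-out basis: Fluorescence-based percent inhibition, control- and blank-normalised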
EBV gp42 inh – Epstein-Barr virus gp42 inhibitors, primary screen, biochemical, uHTS, fluorescence polarization. Glycoprotein 42 (Epstein-Barr virus (strain AG876)), Q1HVG2. Fluorescence polarization binding assay, mP read-out. inhibition, % (tested at 21.74 µM). 220,000 compounds, 0.42% hits. AID 1085, 2008; in the data active = inhibition above about 50%
Target sequence (Q1HVG2 whole entry, looked up): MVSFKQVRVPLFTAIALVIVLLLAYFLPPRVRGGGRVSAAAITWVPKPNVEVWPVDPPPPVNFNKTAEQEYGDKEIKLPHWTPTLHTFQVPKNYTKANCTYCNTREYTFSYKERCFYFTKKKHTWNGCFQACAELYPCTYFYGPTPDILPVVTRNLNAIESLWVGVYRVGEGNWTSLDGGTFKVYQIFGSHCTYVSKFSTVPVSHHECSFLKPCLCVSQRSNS
Thrombin inh – human alpha-thrombin inhibitors, primary screen, counter-screen for coagulation protease inhibitor project, biochemical, 1536-well, fluorogenic AMC substrate. inhibition, % at 5 µM. Prothrombin (Homo sapiens), P00734. Boc-VPR-AMC fluorogenic substrate cleavage. 220,000 compounds, 0.26% hits;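 active = inhibition at or above 40%; inactive = inhibition below 40%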;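 also: 0% = enzyme with no compound and 100% = wells without enzyme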
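signal = AMC fluorescence, 355/460 nm | material = human alpha-thrombin enzyme | control set = enzyme without compound as high, wells lacking enzyme as low | times = reaction at room temperature | read-out basis = percent inhibition scaled between no-compound controls and no-enzyme blanks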
KCC2 mod – KCC2 cotransporter modulators, thallium flux, primary screen, cell-based, HEK293 KCC2, FluoZin-2 fluorescence, MLSMR. KCC2 cells, thallium flux FluoZin-2 fluorescence. B-score of Tl+ flux slope (higher = more flux/activation; lower = inhibition) at 10 µM. 190,000 compounds, 2.2% hits;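 active = thallium flux slope and its plate-corrected score both differing from the plate sample mean at a set confidence after two filtering rounds, in either direction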;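 also: slope of fluorescence scaled to starting intensity during 10 to 20 s after thallium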
14-3-3 Bad PPI – inhibitors of 14-3-3 zeta/Bad binding, primary screen, biochemical, TR-FRET, bovine 14-3-3 zeta. 220,000 compounds, 0.71% hits. 14-3-3 protein zeta/delta (Bos taurus), P63103. inhibition, % at 21.7 µM. AID 781, 2007. TR-FRET 14-3-3zeta/Dy647-pBad peptide displacement, 1 h;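 active = inhibition above about 70%, limit read from the data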;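 also: 0% = full 14-3-3 plus peptide FRET controls and 100% = background without 14-3-3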
eIF4E 4G PPI – eIF4E–eIF4G protein interaction inhibitors, primary screen, biochemical, uHTS, TR-FRET, eIF4GI fragment. Eukaryotic translation initiation factor 4E (Mus musculus) + Eukaryotic translation …. TR-FRET eIF4E-eIF4GI(517-606) binding, 2 h. inhibition, % at 21.7 µM. 220,000 compounds, 0.37% hits. AID 782, 2007;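 also: 0% = full FRET control wells and 100% = background wells lacking eIF4GI fragment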
Furin inhibitor – human furin inhibitors, primary screen, biochemical, fluorescence intensity | P09958 | purified furin, fluorogenic substrate cleavage | inhibition, % at 30 µM | 220,000 compounds, 0.061% hits; in the data active = inhibition above about 25%; also: inactives centre near -15
Target sequence (P09958 108-714 limits assumed): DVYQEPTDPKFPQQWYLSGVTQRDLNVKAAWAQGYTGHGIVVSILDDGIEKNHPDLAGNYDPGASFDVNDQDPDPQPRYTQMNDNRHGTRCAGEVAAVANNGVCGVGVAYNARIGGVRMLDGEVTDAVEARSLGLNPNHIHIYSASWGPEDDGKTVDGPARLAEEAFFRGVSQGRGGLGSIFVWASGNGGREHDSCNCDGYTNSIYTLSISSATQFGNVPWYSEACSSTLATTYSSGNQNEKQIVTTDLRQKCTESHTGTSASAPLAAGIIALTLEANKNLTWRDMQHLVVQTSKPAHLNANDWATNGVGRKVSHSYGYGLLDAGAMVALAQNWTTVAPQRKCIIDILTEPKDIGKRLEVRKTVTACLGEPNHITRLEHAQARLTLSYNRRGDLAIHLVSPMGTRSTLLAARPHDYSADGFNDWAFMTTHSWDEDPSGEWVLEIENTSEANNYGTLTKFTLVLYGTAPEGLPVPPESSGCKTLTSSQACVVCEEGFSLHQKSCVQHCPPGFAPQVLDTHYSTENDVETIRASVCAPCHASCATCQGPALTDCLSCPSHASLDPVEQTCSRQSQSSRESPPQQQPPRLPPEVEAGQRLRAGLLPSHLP
An asterisk follows results filed as active; . = no result given; [ ] = another dose, or the depositor's remark.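 The calls were made as follows, unless noted: active = inhibition above about 30% (limit read from the data); inactive = the rest.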

Results follow in this order: NCF1 inh | hK5 inh | Rad51 HR inh | EBV gp42 inh | Thrombin inh | KCC2 mod | 14-3-3 Bad PPI | eIF4E 4G PPI | Furin inhibitor
[1] Cc1nn(C)c(C(=O)N2CCOCC2)c1Cl
    -8 | -12 | 2 | -8 | -1 | 0.00068 | -7[fluorescence artefact?] | 9 | -16
[2] O=C(c1cccc(C(F)(F)F)c1)C1CCCN(Cc2cccn2-c2ncccn2)C1 (centres undefined)
    -5 | . | -17 | 10 | -11 | -0.98 | -15 | -1 | -16
[3] CCC(C)N1C(=O)CCC1C(=O)O (centres undefined)
    -5 | -12 | -2 | -21 | -1 | 0.47 | 4 | 4 | -14[20 µM]
[4] Cc1nn(C(=O)N2CCCCC2)c(C)c1CN1C(=O)c2ccccc2C1=O
    -10 | 1 | 6 | -7 | -2 | -0.42 | 4 | -1 | -15[20 µM]
[5] CCOC(=O)N1CCN(C(=O)CCSc2ccccc2)CC1
    -2 | -11 | -1 | -12 | -1 | . | 7 | 5[fluorescence artefact?] | 12
[6] O=C(NC(=S)Nc1ccc(CN2CCOCC2)cc1)c1ccco1
    -5 | 7 | 3 | -6 | -9 | 11* | -2 | 0 | -16
[7] CC(C(=O)N1CCc2ccccc21)n1cccc1 (centres undefined)
    -11 | -11 | -4 | -26 | 1 | -1.1 | -1[fluorescence artefact?] | -24[fluorescence artefact?] | -13[20 µM]
[8] Nc1nc(SCC(=O)N2CCCC2)[nH]c(=O)c1NC(=O)c1ccco1
    -25 | -32 | -3 | -25 | -5 | 1.2 | 6[fluorescence artefact?] | 1 | -44
[9] Cc1sc(NC(=O)CN2CCOCC2)c(C#N)c1C
    -15 | 11 | -3 | -11 | 2 | 0.12 | -5 | 1 | 0
[10] CC(C)C(=O)Nc1c(O)c2ccccc2[nH]c1=O
    -2 | -5 | -3 | -1 | -12 | . | -11 | -1 | -24
[11] Cc1cc(C(F)(F)F)n(-c2nc(C(=O)N/N=C/c3ccc(F)cc3)cs2)n1
    3 | 6 | 0 | -10 | 3 | -0.0012 | 13 | -12 | -18[20 µM]
[12] COc1ccc(S(=O)(=O)N(C)c2ccc(C(N)=O)cc2)cc1
    -5 | -28 | -6 | -4 | -1 | -0.23 | -7 | 2 | -8[20 µM]
[13] O=[N+]([O-])C(C1CCS(=O)(=O)C1)C1CCS(=O)(=O)C1 (centres undefined)
    -1 | -6 | 2 | -16 | -4 | -0.64 | -1 | -3 | -14
[14] N#Cc1c(-c2ccc(F)cc2)cc(-c2cccnc2)nc1N
    -96 | -36 | 5 | -9 | -15 | 0.035 | -35 | -18 | -12
[15] C=CCn1c(SCN2C(=O)c3ccccc3C2=O)nc2ccc(Cl)cc2c1=O
    -1 | -12 | -2 | 18 | -5 | 42* | -10[fluorescence artefact?] | -1 | -13
[16] Cc1ccc(-c2nc(NCCN3CCOCC3)c3ccccc3n2)cc1
    -6 | -19 | 10 | -8 | 5 | 0.36 | -7 | -4 | -25
[17] CCOC(=O)N1CCN(C(=O)CSc2nc3c([nH]c4ccccc43)c(=O)n2C)CC1
    -8 | 1 | 0 | 15 | 0 | 0.36 | 13 | 0 | -24
[18] CCC(C)Nc1nnnc2c1sc1nc3c(cc12)COC(C)(C)C3 (centres undefined)
    -6 | -6 | -1 | -17 | -2 | -1.4 | 1 | 1 | -9
[19] CC(=O)Nc1ccc(C(=O)N/N=C/c2ccccc2OC(=O)c2ccc(Cl)cc2)cc1
    -12 | 0 | -3 | 5 | -2 | 0.9 | 3 | 1 | -15[20 µM]
[20] COc1cc(C(=O)N/N=C/c2sccc2C)cc(OC)c1OC
    7 | -1 | -9 | -2 | -7 | -0.1 | -7 | -3 | -12

Results in Thrombin inh, for some of the entries so far:
# | smiles | Thrombin inh
9 | Cc1sc(NC(=O)CN2CCOCC2)c(C#N)c1C | 2
16 | Cc1ccc(-c2nc(NCCN3CCOCC3)c3ccccc3n2)cc1 | 5
3 | CCC(C)N1C(=O)CCC1C(=O)O (centres undefined) | -1
10 | CC(C)C(=O)Nc1c(O)c2ccccc2[nH]c1=O | -12
8 | Nc1nc(SCC(=O)N2CCCC2)[nH]c(=O)c1NC(=O)c1ccco1 | -5

New compounds follow.
Results follow in this order: NCF1 inh | hK5 inh | Rad51 HR inh | EBV gp42 inh | Thrombin inh | KCC2 mod | 14-3-3 Bad PPI | eIF4E 4G PPI | Furin inhibitor
[21] Cc1ccc(CSc2nnc(SCC(=O)N/N=C/c3ccc(C(=O)O)cc3)s2)cc1
    -16 | -3 | . | -4 | -11 | -1.6 | 4 | -2 | -9
[22] Oc1ccccc1C=NCCN=Cc1ccccc1O
    2 | -6 | 19 | 0 | -5 | -0.87 | 0 | -3 | -18
[23] Cc1cc(=O)[nH]c(SCCOc2ccc3c(c2)CCC3)n1
    -5 | -12 | 1 | -18 | 0 | -0.39 | 8 | -2 | -15[20 µM]
[24] Cn1nc(C(F)(F)F)c2cc(C(=O)O)sc21
    15 | -7 | 17 | -5 | -1 | 0.17 | -9 | 0 | -17
[25] COc1ccc(C(CC(=O)N2CCOCC2)c2c(O)cc(OC)cc2OC)cc1 (centres undefined)
    1 | 3 | -1 | -24 | 3 | 0.0074 | 4 | 1 | -28
[26] CSc1nc(S(=O)(=O)c2ccccc2)c(Cl)s1
    -1 | 3 | 0 | -1 | 2 | -0.49 | -4 | -3 | -22
[27] Cc1ccc(S(=O)(=O)N(C)CC(=O)Nc2cccc3c2CCCC3)cc1
    3 | -2 | 1 | -13 | -2 | -0.18 | 5 | -1 | -25
[28] CCN1CCN(C2=NC(=O)/C(=C/c3ccc(C)o3)S2)CC1
    -4 | 10 | 1 | -11 | 4 | . | -6 | -2[fluorescence artefact?] | -4
[29] O=C(Cn1nc(-c2ccc(Cl)cc2)ccc1=O)N1CCN(c2ccccc2)CC1
    -11 | -25 | . | -13 | -11 | . | 55[fluorescence artefact?] | -4[fluorescence artefact?] | -10
[30] CC(=O)N(C)N(C)c1cc(C)nc(N)n1
    0 | -2 | -5 | -6 | -6 | 0.45 | 3 | 3 | -21
[31] CCN(CC)C(=O)c1ccc2c3c(cccc13)C(=O)N(CCc1ccc(OC)c(OC)c1)C2=O
    -30 | 4 | 4 | -1 | 0 | -0.14 | 2 | 3 | 0
[32] CSc1ccc(C2NC(=O)c3c(sc4c3CCN(C)C4)N2)cc1 (centres undefined)
    -39 | 20 | . | -16 | 16 | 0.18 | -2[fluorescence artefact?] | 2[fluorescence artefact?] | -22
[33] CNCCCOc1ccc(C)cc1Br
    -1 | -8 | 2 | 0 | -1 | 1.4 | 24 | -1 | -13[20 µM]
[34] CCOC(=O)Cn1nc(C)n(-c2ccc(Cl)cc2)c1=O
    -2 | -14 | 7 | 6 | 4 | 0.43 | 9 | 0 | -13
[35] Cc1ccc(-c2ncccc2OC(=O)C23CC4CC(CC(C4)C2)C3)cc1
    -48 | -20 | . | -8 | -3 | -0.047 | 64 | -7 | -18[20 µM]
[36] Cc1ccc(-n2c(=O)c(C#N)cc3c(=O)n4ccccc4nc32)cc1C
    -8 | -19 | -2 | 1 | -6 | 0.53 | -9 | -7 | -30[20 µM]
[37] Cc1cccc2c1CC(C)(C)N/C2=C\C(N)=O
    -8 | -12 | -6 | -8 | -4 | -0.26 | -5 | 6 | -25
[38] COCCNC(=O)C(NC(=O)C1CCCCC1)C(C)C (centres undefined)
    -6 | -6 | -25 | -13 | -11 | 1.1 | -18 | 0 | -18
[39] Cc1ccc(NC(=O)COC(=O)CNC(=O)c2ccc3ccccc3c2)c([N+](=O)[O-])c1
    -1 | -8 | 3 | 8 | -5 | -1.3 | -12 | 8 | 1
[40] O=C(O)c1ccc(NS(=O)(=O)c2cc(Cl)ccc2Cl)cc1
    -7 | -8 | -9 | 7 | -3 | 0.84 | -10 | 0 | -6[20 µM]

New compounds follow.
Results follow in this order: NCF1 inh | hK5 inh | Rad51 HR inh | EBV gp42 inh | Thrombin inh | KCC2 mod | 14-3-3 Bad PPI | eIF4E 4G PPI | Furin inhibitor
[41] Clc1cc(Cl)cc(C2=NCCC(c3ccccc3)O2)c1 (centres undefined)
    -10 | -4 | . | 1 | -2 | 0.96 | 17 | -2 | -7
[42] Cc1nn(C)c(C)c1S(=O)(=O)NC1CCCC1
    24 | 4 | -8 | 7 | 4 | . | 8[fluorescence artefact?] | -9 | -13
[43] CCOC(=O)C(C)n1cnc2c(nnn2Cc2ccc(C)cc2)c1=O (centres undefined)
    -8 | 3 | -10 | -4 | -3 | -2.1 | 12 | 2 | -9[20 µM]
[44] COc1ccc(Nc2nc(N)nc(CSc3nc(C)cc(C)n3)n2)cc1
    5 | -3 | 20 | -6 | 5 | 0.27 | 7 | 0 | -11
[45] O=C(CCC(=O)Nc1ccccc1)NNC(=O)c1ccccc1Cl
    5 | -2 | -5 | 5 | 8 | 1.1 | -1 | -4 | -19
[46] COCCOC(=O)c1c(C)nc(SCC(=O)Nc2ccc(C)cc2)c(C#N)c1-c1ccco1
    -24 | -4 | . | -9 | 2 | -0.24 | 1 | 1 | 7
[47] Cc1onc(-c2ccccc2Cl)c1C(=O)NCc1nc(-c2ccc(C(F)(F)F)cc2)no1
    -18 | 6 | . | -13 | -1 | -0.23 | 4 | 0 | -10
[48] CCOc1cc(Br)ccc1S(=O)(=O)NCc1ccccc1
    -10 | -5 | . | -27 | 6 | . | -6 | -5 | -6[20 µM]

2 compounds drawn at random from those above, as already listed:
Results follow in this order: NCF1 inh | hK5 inh | Rad51 HR inh | EBV gp42 inh | Thrombin inh | KCC2 mod | 14-3-3 Bad PPI | eIF4E 4G PPI | Furin inhibitor
[46] COCCOC(=O)c1c(C)nc(SCC(=O)Nc2ccc(C)cc2)c(C#N)c1-c1ccco1
    -24 | -4 | . | -9 | 2 | -0.24 | 1 | 1 | 7
[42] Cc1nn(C)c(C)c1S(=O)(=O)NC1CCCC1
    24 | 4 | -8 | 7 | 4 | . | 8[fluorescence artefact?] | -9 | -13
